Assay outcomes: PubChem, Sanford-Burnham Center for Chemical Genomics
PfGluPho inh: PfG6PD enzyme inhibitors, primary screen, biochemical, fluorescence intensity, uHTS; PfGluPho enzyme, NADPH resazurin-diaphorase fluorescence; 350,000 compounds, 0.78% hits; inhibition, % at 20 µM;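 active = inhibition reaching at least a set limit at 20 µM in the primary screen, cut at about 59% in these data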;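 also: 0% = DMSO wells with substrate and 100% = DMSO wells lacking glucose-6-phosphate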
GRIN3A LBD mod: binders of NR3A ligand-binding domain, primary screen, biophysical, differential scanning fluorimetry, uHTS; Tm shift relative to glycine control, % at 25 µM; NR3A LBD differential scanning fluorimetry, Tm shift; 0% = protein alone, 100% = glycine-bound protein; Glutamate receptor ionotropic, NMDA 3A (GRIN3A) ligand-binding domain; 340,000 compounds, 2.5% hits;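 active = melting temperature shift of at least 10% of the positive control shift, at one fixed dose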
ATG4B inhibitor: ATG4B protease inhibitors, primary screen, biochemical, fluorescence, uHTS; Cysteine protease ATG4B (Homo sapiens), Q9Y4P1; ATG4B cleavage of LC3-PLA2, NBD-HPC fluorescence, 1 h; inhibition, % at 8.33 µM; 340,000 compounds, 0.51% hits; AID 504462, 2011; in the data active = inhibition above about 40%
MPTP inh: mitochondrial permeability transition pore inhibitors, primary screen, biochemical, isolated mouse mitochondria, absorbance; inhibition, % at 10 µM; Ca2+ swelling absorbance, 30 min; 360,000 compounds, 1.4% hits; AID 602449, 2012;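 active = inhibition of 50% or more, scaled per plate between neutral and stimulator controls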;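 also: 0% = DMSO wells given calcium and 100% = 1 mM EGTA wells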
SENP6 inh: SENP6 protease inhibitors, primary screen, biochemical, luminescence, uHTS. Recombinant SENP6 catalytic domain, aminoluciferin luminescence. inhibition, % at 10 µM. 330,000 compounds, 1.8% hits. AID 2599, 2010;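 active = inhibition above about 50% at the single tested dose, limit read from the data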;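 also: plate controls were DMSO wells with enzyme for no effect and DMSO wells lacking enzyme for full effect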
SENP7 block: SENP7 protease inhibitors, primary screen, biochemical, luminescence, uHTS; Sentrin-specific protease 7 (Homo sapiens), Q9BQF6; recombinant SENP7, Z-RLRGG-aminoluciferin luminescence, 40 min; inhibition, % at 5 µM; 330,000 compounds, 1.5% hits; AID 434973, 2010;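 active = inhibition above about 50% at the single test dose, limit read from the data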;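 also: plate controls were DMSO with enzyme for no effect and no enzyme buffer wells for full effect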
SENP8 inh: human SENP8 protease inhibitors, primary screen, biochemical, fluorescence, Nedd8 protein substrate, uHTS | inhibition, % at 20 µM | 360,000 compounds, 0.64% hits | recombinant SENP8 | Sentrin-specific protease 8 (Homo sapiens), Q96LD8 | AID 602440, 2012; in the data active = inhibition mostly above about 40%, no sharp cut-off; inactive = mostly below about 27%
HKDC1 inhibitor: HKDC1 hexokinase inhibitors, primary screen, biochemical, fluorescence, uHTS. Q2TB90. inhibition, % at 20 µM. 340,000 compounds, 0.16% hits. AID 493160, 2011. recombinant HKDC1, G6PDH/diaphorase resazurin coupled fluorescence;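 active = inhibition above about 35% when tested at 20 µM, limit read from the data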;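 also: plate controls were DMSO wells with enzyme for no effect and DMSO wells lacking enzyme for full effect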
Target sequence (Q2TB90 whole entry, looked up): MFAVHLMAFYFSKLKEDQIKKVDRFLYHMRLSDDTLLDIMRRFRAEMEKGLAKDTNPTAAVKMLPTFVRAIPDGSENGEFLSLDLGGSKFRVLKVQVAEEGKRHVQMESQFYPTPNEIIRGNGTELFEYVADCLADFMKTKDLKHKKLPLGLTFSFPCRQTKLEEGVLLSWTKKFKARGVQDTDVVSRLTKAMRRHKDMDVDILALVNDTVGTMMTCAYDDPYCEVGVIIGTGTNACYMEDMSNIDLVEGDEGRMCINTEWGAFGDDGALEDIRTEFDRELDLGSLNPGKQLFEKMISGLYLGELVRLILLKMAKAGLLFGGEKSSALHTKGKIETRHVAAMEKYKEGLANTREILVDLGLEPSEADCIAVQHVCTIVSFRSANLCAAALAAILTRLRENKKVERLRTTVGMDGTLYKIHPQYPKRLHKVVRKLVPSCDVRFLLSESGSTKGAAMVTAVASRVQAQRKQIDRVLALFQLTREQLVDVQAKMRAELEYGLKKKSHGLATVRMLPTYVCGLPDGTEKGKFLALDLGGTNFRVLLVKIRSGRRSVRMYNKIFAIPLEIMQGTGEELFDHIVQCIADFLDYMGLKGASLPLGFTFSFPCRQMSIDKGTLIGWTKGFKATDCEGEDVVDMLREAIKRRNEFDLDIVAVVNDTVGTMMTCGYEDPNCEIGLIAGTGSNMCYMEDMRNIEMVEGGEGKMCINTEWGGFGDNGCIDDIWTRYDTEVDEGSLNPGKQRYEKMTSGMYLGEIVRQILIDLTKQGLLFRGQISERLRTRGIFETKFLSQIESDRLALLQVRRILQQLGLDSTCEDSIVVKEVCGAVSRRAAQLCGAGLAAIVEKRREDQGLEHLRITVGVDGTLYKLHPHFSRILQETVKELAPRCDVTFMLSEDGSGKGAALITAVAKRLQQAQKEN
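Material: recombinant HKDC1 hexokinase; Amount: HKDC1 at 5 µg/mL; Medium: Tris pH 8.0 buffer with MgCl2, Tween-20, BSA, BME; Schedule: 90 min reaction incubation at room temperature, dark; Technique: coupled resazurin fluorescence, excitation 525 nm, emission 613 nm.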
* hit, by the source's call; . = no result given; & = joins results of further samples. Compounds as they come; overall some 6.9% were active at least once.

Order of results – PfGluPho inh	GRIN3A LBD mod	ATG4B inhibitor	MPTP inh	SENP6 inh	SENP7 block	SENP8 inh	HKDC1 inhibitor
O=C(Nn1c(=S)[nH]c2ccccc2c1=O)c1ccncc1
  -10	2	0	-0.9	-2	-3	12	-7
Cc1cccc(CCNC(=O)CCCOc2cc(=O)n(C)c3ccccc23)c1
  11	-1	-11	3.7	3	3	3	9
O=C(c1ccccc1Cc1ccccc1)N1CCN(S(=O)(=O)c2ccccc2F)CC1
  -17	0	-10	-0.3	-7	-1	10	-2
COc1ccc(C2=NN(C(=O)CCC(=O)O)C(c3ccccc3)C2)cc1 (stereo unspecified)
  -28	0	-1	-0.2	1	5	8	0
CCCn1c(CN(C)Cc2ccccc2)nc2c1c(=O)n(C)c(=O)n2C
  -3	0	-3	15	-14	1	26	-5
COc1ccc(CC(=O)O/N=C(\N)c2ccccn2)cc1
  16	-1	-9	-0.9	-12	4	28	-1
O=C(Nc1ccc(S(=O)(=O)Nc2ccccc2F)cc1)N1CCCCC1
  -15	-1	-10	-1.0	-10	-5	-5	-5
Cc1noc(C)c1COc1ccc(C(=O)OCC(=O)c2ccc3c(c2)OCCO3)cc1
  -16	11*	-3	-3.2	-4	1	6	3
CCN(CC)c1ccc2c(Cl)cc(=O)oc2c1
  -21	1	4	.	-13	-3	.	1
COC(=O)c1ccc(CSc2nnc3nc(C)cc(C)n23)cc1
  24	0	0	-1.5	-8	0	4	-2

Marked active in GRIN3A LBD mod (from the list above):
SMILES | PfGluPho inh | GRIN3A LBD mod | ATG4B inhibitor | MPTP inh | SENP6 inh | SENP7 block | HKDC1 inhibitor
Cc1noc(C)c1COc1ccc(C(=O)OCC(=O)c2ccc3c(c2)OCCO3)cc1 | -16 | 11* | -3 | -3.2 | -4 | 1 | 3

Remaining list, next part:
Order of results – PfGluPho inh	GRIN3A LBD mod	ATG4B inhibitor	MPTP inh	SENP6 inh	SENP7 block	SENP8 inh	HKDC1 inhibitor
Cc1ccccc1-c1nc2cc(Cl)ccc2c(=O)o1
  -8	2	24	2.8	20	14	1	6
CC(=O)N1CCc2cc(S(=O)(=O)NCCC(=O)NC3CCCc4ccccc43)ccc21 (stereo unspecified)
  0	3	-6	0.2	-7	-4	12	4
CCCCNC(=O)C1CCCN(S(=O)(=O)c2ccc(-n3cnnn3)cc2)C1 (stereo unspecified)
  0	1	-5	-1.0	-11	0	32	-5
COc1cc(CC(=O)NCC(C)(C)N2CCOCC2)cc(OC)c1OC
  5	2	2	-1.7	-10	7	5	-5
O=C(Nn1c(-c2ccncc2)nc2ccccc2c1=O)c1ccccc1Br
  -20	0	11	-1.2	23	2	4	14
CNC(=O)c1ccc(-c2ccc(Cl)c(Cl)c2)s1
  27	2	7	3.7	12	3	-48	1
CC(O)CCc1nc2ccc(C(=O)O)cc2[nH]1 (stereo unspecified)
  -14	4	7	-0.3	-7	-2	21	-5
O=C(Nc1ccccc1)[C@@H]1CC=C[C@@H]2CCN(Cc3ccccc3)C(=O)[C@@H]21
  16	0	-11	0.0	-1	-2	2	5
O=C(Nc1ccccc1)c1ccc2c(c1)CCN2S(=O)(=O)c1ccccc1
  15	-7	-8	-0.5	7	2	18	-3
COc1ccc2cc(CN(Cc3cccnc3)Cc3nnnn3Cc3ccccc3)c(=O)[nH]c2c1
  -7	0	-17	.	1	-5	.	-1
Cc1cc(C(=O)OCC(=O)N2CC(C)OC(C)C2)c(C)n1-c1ccccc1 (stereo unspecified)
  -6	0	-9	-0.1	0	8	6	-5
N#Cc1c(-c2ccc(F)cc2)c2c([nH]c1=O)-c1ccccc1OC2
  -26	1	-6	-2.0	17	-3	-419	7
CCOC(=O)C1=C(C)NC(=O)NC1c1ccc(OC)c(Cl)c1 (stereo unspecified)
  0	-2	-3	-0.7	-16	-5	9	-10
C=CCN(c1ccc(C(=O)NCCc2ccccc2)cc1)S(C)(=O)=O
  -8	0	15	-1.0	-14	-7	16	6
CCOC(=O)C1CCCN(c2c(NCCCN(C)Cc3ccccc3)c(=O)c2=O)C1 (stereo unspecified)
  10	-2	1	-1.2	-2	-2	8	-10
COc1ccc2cc(CCNC(=O)CC(C)(C)C)c(=O)[nH]c2c1
  14	2	-13	-0.3	-28	-1	-40	-9
O=S(=O)(N1CCCCC1)N1CCN(c2ccc(F)cc2)CC1
  3	0	-12	0.0	-14	-12	17	-9
CCCNC(=O)Nc1nc(CC(=O)OCC)cs1
  7	0	-4	-0.2	4	10	15	7
COC(=O)c1cccc(NC(=O)CN2C(=O)C3CCCCC3C2=O)c1 (stereo unspecified)
  -13	-2	-1	0.2	-13	-18	6	-4
Cc1ccc(Cn2nnc3c(=O)[nH]c(C4CCCN(C(=O)Nc5ccc(F)cc5F)C4)nc32)cc1 (stereo unspecified)
  12	-32	-14	0.8	-15	5	14	-9

Some entries already given, reduced to SENP8 inh:
smiles | SENP8 inh
CCOC(=O)C1=C(C)NC(=O)NC1c1ccc(OC)c(Cl)c1 (stereo unspecified) | 9
C=CCN(c1ccc(C(=O)NCCc2ccccc2)cc1)S(C)(=O)=O | 16

The list continues.
Order of results – PfGluPho inh	GRIN3A LBD mod	ATG4B inhibitor	MPTP inh	SENP6 inh	SENP7 block	SENP8 inh	HKDC1 inhibitor
O=C1c2ccccc2NC(c2ccc(Cl)cc2Cl)N1Cc1ccccc1 (stereo unspecified)
  9	-9	2	1.9	6	-3	-425	1
O=C(Nc1cc(S(=O)(=O)N2CCOCC2)ccc1N1CCOCC1)c1ccc(Cl)nc1
  -11	-3	-4	1.8	-16	3	11	-2
Cc1cccc(OCCNc2ccc(C(F)(F)F)cc2[N+](=O)[O-])c1
  -12	-5	-6	1.6	-13	-5	32	-3
Clc1cccc(-c2nnc(-c3ccno3)o2)c1
  -2	0	4	1.1	6	5	21	-4
COc1cc(C2c3cc4c(cc3OC(NCCc3ccccc3)C2C)OCO4)cc(OC)c1OC (stereo unspecified)
  -3	-2	3	0.0	.	.	12	4
O=C(O)CCn1c(SCCc2ccccc2)nc2ccccc21
  0	1	2	1.4	-5	-2	0	0
Cc1ccc(NC(=O)COC(=O)c2ccc(F)cc2Cl)c(Br)c1
  -12	0	2	-0.3	0	0	18	5
CCOc1ccc(Nc2nc(N)nc(CN3CCN(c4ccccc4F)CC3)n2)cc1
  -2	2	-10	0.1	7	-6	25	-1
Cc1ccc(S(=O)(=O)NC2CCCC2)cc1C
  7	0	-9	0.2	-6	-8	25	-7
Cc1ccc(NC(=O)CCSc2nnc(C)s2)cc1
  0	-2	-6	0.5	-8	-8	0	-3
O=C(NCc1ccc2c(c1)OCO2)Oc1ccccc1
  -11	-1	-4	0.3	-10	-7	9	-1
Cc1nn(C)c(C)c1CNC(=O)Nc1ccc2c(c1)OCO2
  -5	0	3	0.1	6	2	11	-7
COC(=O)C(=O)/C=C(\O)c1ccc(C)cc1
  -11	2	1	-11	-16	2	32	-7
CCN(CC)S(=O)(=O)c1cc(C(=O)Nc2cc(C)on2)c(Cl)cc1Cl
  -14	-1	1	-0.3	-3	-8	-1	-4
O=C1C2C3C=CC([C@@H]2C(=O)N1C1CC1)[C@H]1C(=O)N(C2CC2)C(=O)C31 (stereo partly specified)
  -1	1	-9	-0.7	-10	-2	20	4
O=C(Nc1ccc(Br)cc1)c1cc(-c2cccs2)on1
  -24	-7	-2	-0.5	-3	-3	3	-2
CCCCOC(=O)C1=C(C)NC(=O)NC1c1ccc([N+](=O)[O-])s1 (stereo unspecified)
  14	0	-5	0.6	-6	-2	16	-8
CCOC(=O)c1sc(C)c2c1NC1(CCCCC1)NC2=O
  6	0	1	0.2	6	5	-285	1
Cc1c(Cl)cccc1NC(=O)C1Cc2ccccc2CN1C(=O)c1ccccc1 (stereo unspecified)
  81*	-3	-1	0.0	-8	0	1	8
CCOc1cc(C2C(C(=O)OC)=CN(C3CCCC3)C=C2C(=O)OC)cc(Br)c1O
  1	1	-2	2.0	-12	-4	-285	7
O=C(COC(=O)Cc1c(Cl)cccc1Cl)NCc1ccco1
  5	-1	0	-0.5	-6	5	4	-4
Cc1ccc(-c2nnc(OCCN3CCOCC3)c3ccccc23)cc1
  -7	3	-15	7.2	-3	2	12	7
CCOCCn1c(CN2CCN(c3ccc(OC)cc3)CC2)nc2c1c(=O)n(C)c(=O)n2C
  13	-1	-11	0.2	10	5	9	-11
CCOC(=O)c1c(NC(=O)c2ccc(S(=O)(=O)N(C)CC3CCCO3)cc2)sc2c1CCN(C)C2 (stereo unspecified)
  20	0	-12	-1.5	-12	-1	-76	4
C=CCNc1c2c(nc3ncnn13)CC(C)CC2 (stereo unspecified)
  27	-1	-3	1.0	4	-4	12	-11
CNC(=O)CSc1nnc(COc2ccc([N+](=O)[O-])cc2)n1C
  -13	0	0	-1.7	5	4	5	-2
Cc1ccc(NC(=O)C2CC2C)c(Cl)c1 (stereo unspecified)
  9	0	1	-0.3	-4	-8	12	-12
COc1cc2cc(CCCOC(=O)CCCC(=O)O)oc(=O)c2cc1OC
  -12	-1	-3	-0.6	-12	-3	-40	2
C/C(=N\NC(=O)Cc1ccccc1)c1ccc(Cl)s1
  -11	-1	7	-0.9	-6	-9	5	-5
COc1cc2nc(N3CCN(C(=O)C4CCCO4)CC3)nc(N)c2cc1OC (stereo unspecified)
  1&9	0&-2	1&-10	-0.6&0.4	6&26	0&-6	-382	-4&1
S=c1[nH]nc(-c2ccc(Br)cc2)n1-c1ccc2c(c1)OCCO2
  49	0	-6	1.3	3	4	-17	7
O=C(CN1CCSCC1)N/N=C/c1ccccc1F
  2	1	-5	-1.1	-4	4	10	-10
COc1ccc(S(=O)(=O)N(C)C[C@H]2Oc3ccc(NS(=O)(=O)c4c(C)noc4C)cc3C(=O)N([C@H](C)CO)C[C@@H]2C)cc1
  -1	-1	-6	-1.6	12	-3	2	-3
Cn1c(=O)n(C)c2cc(C(N)=O)ccc21
  0	2	-1	-0.6	19	4	18	-6
Cc1cc(C)cc(-n2c(C)cc(/C=C3\C(=N)N4N=C(CC(C)C)SC4=NC3=O)c2C)c1
  -8	-5	44*	19	-11	3	-242	19
O=C(CNC(=O)c1ccc(Br)o1)NCc1ccccc1
  2	2	2	-1.3	-4	-6	1	-4
COc1cccc(C2N(c3ccccc3)CCN2c2ccccc2)c1OC
  12	1	-5	0.2	-18	-12	16	-1
CCN(CC)Cc1cc(CCNC(=O)c2ccc(Cl)cc2)ccc1O
  -14	-2	4	1.4	1	6	8	7
COc1cccc(NC(=O)COC(=O)c2cc(S(=O)(=O)N3CCOCC3)ccc2C)c1
  12	2	-15	6.8	-4	2	24	-5
Clc1ccc2[nH]c3c(NCCN4CCOCC4)ncnc3c2c1
  2	-2	-2	-2.0	-6	-1	-201	-1
Cc1nn(C)c(Oc2cccc(Cl)c2)c1C(=O)O
  -1	2	-15	-0.5	-2	-4	11	-6
O=C(CCC1CCCC1)NCc1cccs1
  -10	-1	-3	-0.3	-6	1	17	0
CCOC(=O)N1CCN(C(=O)CN(Cc2ccc(Cl)cc2)S(=O)(=O)c2ccc(C)cc2)CC1
  25	1	-11	-0.1	-2	5	13	12
Cc1cc(OC(C)C(=O)N(Cc2ccco2)C2CCS(=O)(=O)C2)cc(C)c1Cl (stereo unspecified)
  -5	0	-3	-1.1	-2	-1	10	0
CC(=O)c1ccc(NC(=O)CSc2ccc3nnc(-c4cccnc4)n3n2)cc1
  8	0	-14	1.5	1	-4	-33	-10
